# TDP-43 yeast inh – inhibitors of TDP-43 toxicity in yeast; TDP-43 expressing yeast growth rescue, BacTiter-Glo, 24 h; Potency, µM (highest dose often 46.1 µM), inactives show at the highest dose growth rescue (activation), actives largely listed as activators; 1.8% of 410,000 active; AID 652104; note: potency is the fitted concentration of half-maximal effect; % of control where 0% means no effect; nearly all actives have a fitted effect of over 50% in size
#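 In this qHTS, compounds that restore growth of yeast expressing TDP-43 appear as activators. Cells (OD600=0.02, galactose medium, raffinose-pregrown) are incubated with compound 24 hr at 30 deg C and growth is quantified by BacTiter-Glo.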
# DRD3 agonist – agonists of human D3 dopamine receptor. P35462. D3R DiscoveRx beta-arrestin cells, luminescence, 90 min. 0.58% of 410,000 active. max activation, %; in the data active = max activation above about 30%; note: 0% is about no effect; mostly tested at two doses, the higher about 12 µM
# Target sequence (P35462 whole entry, looked up): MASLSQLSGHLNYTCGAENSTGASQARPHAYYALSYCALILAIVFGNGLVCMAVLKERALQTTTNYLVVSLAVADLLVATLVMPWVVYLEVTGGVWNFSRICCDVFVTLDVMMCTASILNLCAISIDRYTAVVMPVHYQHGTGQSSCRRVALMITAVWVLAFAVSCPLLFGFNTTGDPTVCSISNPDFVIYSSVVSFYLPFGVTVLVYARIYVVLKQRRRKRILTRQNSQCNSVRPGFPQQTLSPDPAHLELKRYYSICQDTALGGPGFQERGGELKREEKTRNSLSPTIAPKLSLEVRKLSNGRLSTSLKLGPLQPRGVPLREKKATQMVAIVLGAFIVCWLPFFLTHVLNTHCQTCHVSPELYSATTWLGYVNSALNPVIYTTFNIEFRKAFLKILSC
#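 Agonist-mode cell screen: cells plated at 1500/well and incubated overnight at 37 °C, then exposed to library compounds for 90 min at 37 °C. Detection reagent was added for 30–60 min at room temperature, and luminescence was read.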
# HEK293 tox – cytotoxicity counter-screen for GLP-1 receptor inverse agonists | HEK293 cAMP-luciferase reporter cells, luminescence, 24 h | Potency, µM (titrated, usually from 38.3 µM), inactives show top-dose activity change, negative = inhibition, most hits filed as inhibitors | 0.13% of 410,000 active | AID 624418;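 note: loss of luciferase light is scored as toxicity; potency is the fitted concentration of half-maximal effect; % is set by controls: 0 for no effect and ±100 for the full control effect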
#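 1536-well qHTS counterscreen of the MLSMR; 200 cells/uL, 12 h pre-incubation, 23 nL cpd, 24 h at 37 deg C 5% CO2, luciferase detection reagent, 12 min RT, luminescence. Inhibition = undesired.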
# KB-V1 MDR tox – kills drug-selected multidrug resistant KB-V1 cells; Potency, µM (series often up to 46.1 µM), without a hit: at the top dose activity change, negative = cytotoxicity, hits mostly cytotoxic; 3.4% of 400,000 active; AID 1347076; KB-V1 MDR cells viability, CellTiter-Glo, 72 h; note: potency is the fitted concentration of half-maximal effect; % is set by controls: 0 for no effect and ±100 for the full control effect; nearly all actives have a fitted effect of over 60% in size
#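 Cytotoxicity toward P-gp-expressing KB-V1 cells was determined as loss of CellTiter-Glo luminescence after 72 h at 37 degrees C. Compounds were tested in quantitative HTS format across a concentration range, with curves fitted to normalized data.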
# GLP-1R agonist – agonists of human GLP-1 receptor. Potency, µM (doses to about 45.6 µM), for inactives: top-dose activation, actives largely listed as activators. HEK293 GLP-1R CRE-luciferase, luminescence, 4-6 h; cells express a hypersensitive GLP-1R form. 0.007% of 380,000 active; note: potency is the fitted concentration of half-maximal effect; % of control where 0% means no effect
# D3 antag – antagonists of human D3 dopamine receptor. max response, negative = inhibition, %. 2.5% of 360,000 active. AID 652054. D3R cells, DiscoveRx beta-arrestin luminescence, antagonist mode; stronger effect = lower value. P35462; in the data active = max response below about -50%; inconclusive = no clear call, values can overlap the other calls; note: % is set by controls: 0 for no effect and ±100 for the full control effect; mostly tested at two doses, the higher about 12 µM
#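 Cells plated overnight at 1500 cells/well, then exposed to library compounds with dopamine controls for 90 minutes at 37 degrees C. DiscoveRx reagent added for 30–60 minutes at room temperature; luminescence read, quantitative HTS format.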
# PTHR1 agonist – activates the human parathyroid hormone receptor PTHR1. Q03431. HEK293 GP2 PTHR1 cells, GloSensor cAMP luminescence, 1 h. Potency, µM (titrated, usually from 115 µM), for inactives: at the highest dose activation, hits mostly activators. 0.075% of 410,000 active; note: potency is the fitted concentration of half-maximal effect; nearly all actives have a fitted effect of over 55% in size; some results filed as inactive show a strong effect at the top dose; inactives centre near -15; many of its hits are not listed in these tables
# Target sequence (Q03431 whole entry, looked up): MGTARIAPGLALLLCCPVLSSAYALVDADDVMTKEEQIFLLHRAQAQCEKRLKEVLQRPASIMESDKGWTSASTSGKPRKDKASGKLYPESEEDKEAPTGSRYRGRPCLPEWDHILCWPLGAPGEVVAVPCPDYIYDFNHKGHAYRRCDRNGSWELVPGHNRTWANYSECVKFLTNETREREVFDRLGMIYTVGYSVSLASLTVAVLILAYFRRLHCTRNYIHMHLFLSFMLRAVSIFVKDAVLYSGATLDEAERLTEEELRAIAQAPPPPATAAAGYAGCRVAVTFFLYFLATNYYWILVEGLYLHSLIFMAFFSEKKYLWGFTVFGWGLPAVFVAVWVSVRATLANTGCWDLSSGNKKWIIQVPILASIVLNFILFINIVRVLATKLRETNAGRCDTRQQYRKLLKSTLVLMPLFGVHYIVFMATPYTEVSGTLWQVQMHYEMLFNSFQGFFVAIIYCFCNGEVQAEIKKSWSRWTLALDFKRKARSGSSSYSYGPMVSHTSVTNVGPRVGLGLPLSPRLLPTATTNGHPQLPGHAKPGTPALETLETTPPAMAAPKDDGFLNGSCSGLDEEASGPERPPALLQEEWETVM
#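 HEK-293-derived GP2 cells expressing PTHR1 and a GloSensor cAMP reporter, 3,000/well, plated overnight, given luciferin plus IBMX (each 0.5 mM as added) for 1 h at 37 °C, then compound for 1 h at 37 °C. Luminescence was read after 15 min at room temperature.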
# aSyn yeast inh – inhibitors of alpha-synuclein toxicity in yeast | Yeast expressing alpha-synuclein, growth rescue, BacTiter-Glo, 24 h | Potency, µM (highest dose often 46.1 µM), inactives show top-dose growth rescue (activation), hits mostly activators | 0.14% of 370,000 active | AID 652106; note: potency is the fitted concentration of half-maximal effect; % of control where 0% means no effect; nearly all actives have a fitted effect of over 65% in size
#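 Galactose-induced alpha-syn yeast (OD600=0.02, raffinose-pregrown) + pinned cpd, 24 hr, 30 deg C; growth by BacTiter-Glo luminescence. Growth restoration scores as activation.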
# GLP-1R inv ag – GLP-1 receptor (human) inverse agonism. P43220. HEK293 GLP-1R CRE-luciferase, luminescence, 24 h; GLP-1R form is constitutively active. Potency, µM (top dose mostly 38.3 µM), inactives show at the highest dose activity change, negative = inhibition, most hits filed as inhibitors. 1.6% of 410,000 active; note: potency is the fitted concentration of half-maximal effect; % is set by controls: 0 for no effect and ±100 for the full control effect; nearly all actives have a fitted effect of over 55% in size
#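 Assay principle: reduced luminescence from a cAMP-responsive reporter in HEK293 cells co-expressing a constitutively active GLP-1R. Conditions: 24 hr compound incubation, 37 deg C, 5% CO2.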
# * hit, by the source's call; i = inactive; ? = inconclusive; · = not tested or not shown; & = joins results of further samples; [ ] = remark or other dose. Unless noted, calls come from the whole dose curve; as a rule, active = well fitted curve in the direction sought with a large enough effect; inconclusive = small, poorly fitted or top-dose-only effect, or another doubt; inactive = no such curve, though single readings can be large; an effect the other way counts as inactive or inconclusive. A portion of the library, so the mix of outcomes need not match the whole.
SMILES,TDP-43 yeast inh,DRD3 agonist,HEK293 tox,KB-V1 MDR tox,GLP-1R agonist,D3 antag,PTHR1 agonist,aSyn yeast inh,GLP-1R inv ag
CC(C)(Oc1ccc(Cl)cc1)C(=O)Nc1ccc2oc(-c3ccncc3)nc2c1,4%,-16,-7%,22%,0%,53,-4%,1%,-3%
CC1Cc2ccccc2N1C(=O)COC(=O)C1=COCCO1 (stereo not drawn),-6%,-4,50%,?,3%,-3,3%,-3%,0%
CC/C(Cc1ccccc1)=N\NC(=O)c1cc(C)oc1C,2%,1,-9%,8%,1%,12,-13%,-3%,11%
Cc1cccc(NC(=O)CSc2nnc3scc(-c4ccccc4)n23)c1,15%,2,-8%,-5%,·,·,-5%,·,23%
Cn1c(SCc2ccc(Br)cc2)nnc1-c1ccccn1,10%,-3,-2%,?,17%,-20,-6%,6%,-20%
COc1ccc(CCNC(=O)c2[nH]c(C)c(C(C)=O)c2C)cc1OC,-4%,-1,-7%,-10%,2%,1,i,-1%,1%
COc1ccc(Cn2ccn(CC(=O)Nc3cc(C)ccc3C)c(=O)c2=O)cc1,7%,-5,-1%,·,·,·,-23%,·,11%
Cc1nnc2c(NC3CCCC3)nc3ccccc3n12,?,4,3%,?,19%,10,i,-15%,53%[activator]
CC(=O)c1ccc(N2CCN(CC(O)COC(c3ccccc3)c3ccccc3C)CC2)cc1 (stereo not drawn),-20%,-9,-24%,-17%,3%,-24,-34%[inhibitor],-4%,?
CCCCN(CC)C(=O)Cn1cc2c(n1)-c1c(oc(C(=O)N3CCCC3)c1C)CC2,0%,1,-11%,·,·,·,-24%,·,0%
CCNC(=S)NNC(=O)c1nn(C)c(C)c1Cl,10%,2,2%,?,-6%,17,-7%,0%,38%[activator]
CC(C)C(=O)N(c1ccc2oc(=O)sc2c1)S(=O)(=O)c1ccccc1,-23%,-18,-11%,-14%,-16%,-14,i,0%,16%
Cc1ccc(NC(=O)C(=O)NCc2ccc(/C=N/NC(=O)c3c(C)nc4ccccn34)o2)cc1,21%,7,16%,0%,11%,-14,i,2%,28%
O=C(NC(=S)Nc1cccc(NC(=O)c2ccccc2)c1)c1cccc([N+](=O)[O-])c1,14%,-3,-21%,?,-7%,?,-3%,-11%,-1%
COc1ccc2cc(S(=O)(=O)N3CCCCC3)ccc2c1S(=O)(=O)N1CCCCC1,-12%,-5,1%,?,-9%,-10,-20%[57.5 µM],-6%,3%
COc1ccccc1NC(=O)COc1ccc(C(=O)NC2CCCc3ccccc32)cc1OC (stereo not drawn),12%,1,-11%,-2%,13%,7,i,2%,-7%
CC(=O)OC[C@H]1O[C@@H](Sc2cccc3cccnc23)[C@H](OC(C)=O)[C@@H](OC(C)=O)[C@H]1OC(C)=O,-4%,-8,?,-21%,4%,-22,5%,-1%,10%
CSc1nsc(SC)c1NC(=O)Nc1ccccc1C,5%,8,10%,-2%,-1%,-2,-12%,1%,29%
COc1cc(C(=O)NCc2cc3cc(Cl)ccc3n2C)cc(OC)c1OC,0%,-3,-9%,-7%,-1%,29,-23%,5%,5%
CCC(CC)C(=O)NCc1ccccc1OC,-11%,-8,6%,2%,-7%,7,i,-2%,-2%
COc1ccc2[nH]c3c(c2c1)CCN(C(=O)CCC1CCCC1)C3c1ccc(F)cc1 (stereo not drawn),9%,-1,-11%,?,1%,·,-14%,·,?
O=C(Cn1c(=O)oc2ccccc21)Nc1cccc(Cl)c1,0%,-3,-4%,0%,3%,15,-81%[inhibitor],1%,-19%
CC1CCCC(C)N1C(=O)CSc1nc(N)cc(N)n1 (stereo not drawn),-14%,-7,1%,7%,0%,-4,-4%,-5%,13%
COc1ccc(C(=O)N[C@H](C(=O)Nc2nc3c(s2)CCCC3)C(C)C)cc1,26%,-5,-4%,?,11%,0,i,-4%,?

# 6 compounds already listed, sorted by number of heavy atoms, rising:
SMILES,TDP-43 yeast inh,DRD3 agonist,HEK293 tox,KB-V1 MDR tox,GLP-1R agonist,D3 antag,PTHR1 agonist,aSyn yeast inh,GLP-1R inv ag
Cn1c(SCc2ccc(Br)cc2)nnc1-c1ccccn1,10%,-3,-2%,?,17%,-20,-6%,6%,-20%
Cc1cccc(NC(=O)CSc2nnc3scc(-c4ccccc4)n23)c1,15%,2,-8%,-5%,·,·,-5%,·,23%
COc1cc(C(=O)NCc2cc3cc(Cl)ccc3n2C)cc(OC)c1OC,0%,-3,-9%,-7%,-1%,29,-23%,5%,5%
CCCCN(CC)C(=O)Cn1cc2c(n1)-c1c(oc(C(=O)N3CCCC3)c1C)CC2,0%,1,-11%,·,·,·,-24%,·,0%
COc1ccc2[nH]c3c(c2c1)CCN(C(=O)CCC1CCCC1)C3c1ccc(F)cc1 (stereo not drawn),9%,-1,-11%,?,1%,·,-14%,·,?
CC(=O)OC[C@H]1O[C@@H](Sc2cccc3cccnc23)[C@H](OC(C)=O)[C@@H](OC(C)=O)[C@H]1OC(C)=O,-4%,-8,?,-21%,4%,-22,5%,-1%,10%

# Continuation.
SMILES,TDP-43 yeast inh,DRD3 agonist,HEK293 tox,KB-V1 MDR tox,GLP-1R agonist,D3 antag,PTHR1 agonist,aSyn yeast inh,GLP-1R inv ag
CN(Cc1nccn1C)C(=O)CC1C(=O)NCCN1Cc1ccccc1C(F)(F)F (stereo not drawn),·,-4,-8%,-6%,1%,41,-18%,3%,-9%
N#CCN1CCN(CC(=O)c2ccc(Br)cc2)CC1,-32%[inhibitor],6,-7%,7%,-1%,7,i,-3%,-2%
Cc1ccc(-n2nc3cc(Cl)c(NC(=O)c4ccco4)cc3n2)cc1,25%,2,-10%,1%,-2%,5,-3%[57.5 µM],-15%,0%
COc1ccc(-c2nc(NC(=O)C3=NN(c4cccc(C)c4)C(=O)CC3)sc2C)cc1,-7%,1,-9%,30%,8%,19,i,-1%,10%
O=C1C=C(c2ccc3ccccc3c2)C[C@@H](c2ccc(F)cc2)C1,23%,2,-10%,0%,30%,?,i,0%,?
Cn1c(C(=O)O)cnc1Sc1ncc(C(F)(F)F)cc1Cl,-3%[0.397 µM],4,0%,-6%,0%,8,i,1%,-3%
O=C(NC1c2ccccc2-c2ccccc21)c1ccccc1,7%,0,25%,-16%,-1%,-1,i,-6%,5%
COc1ccc(-c2ccc(NS(=O)(=O)c3cc([N+](=O)[O-])c(C)c([N+](=O)[O-])c3)cc2)nn1,?,0,0%,24%,-1%,-10,i,?,-10%
O=C(NCc1ccco1)/C(=C/c1ccco1)NC(=O)c1ccco1,-10%,-9,-2%,6%,0%,-20,-16%,-3%,-6%
CCOC(=O)c1c(C)[nH]c(C)c1S(=O)(=O)NCCCc1ccco1,5%,-3,-27%,-3%,0%,-3,-16%,0%,?
C#CCSc1nnnn1-c1ccc(Br)c(C)c1,2%,-10,0%,?,16%,-5,-6%,1%,6%
Cc1cc(-c2ccc(Cl)cc2)n2ncnc2n1,29%,-11,1%,-1%,-3%,11,-20%,-3%,13%

# Taken from above:
# For KB-V1 MDR tox, CC(C)(Oc1ccc(Cl)cc1)C(=O)Nc1ccc2oc(-c3ccncc3)nc2c1 has 22%
# For DRD3 agonist, COc1ccc(Cn2ccn(CC(=O)Nc3cc(C)ccc3C)c(=O)c2=O)cc1 has -5

# Continued:
SMILES,TDP-43 yeast inh,DRD3 agonist,HEK293 tox,KB-V1 MDR tox,GLP-1R agonist,D3 antag,PTHR1 agonist,aSyn yeast inh,GLP-1R inv ag
N#Cc1cccc(C(=O)OCC(=O)NCc2ccco2)c1,7%,-10,-3%,0%,7%,-4,24%,-6%,22%
CCc1nonc1NC(=O)c1oc2ccc(C)cc2c1C,8%&24%,2&-7,7%&1%,5%,-6%,3,-15%&-2%,-10%,-3%&5%
Cc1ccc(C)c(N2CCN(CCCc3ccccc3)CC2)c1,0%,-20,?,-4%,6%,-65*,-88%[inhibitor],-2%,?
CCn1c(N2CCN(S(=O)(=O)c3ccc(OC)cc3)CC2)nc2ccccc21,-15%,36*,-7%,13µM*,11%,-1,-35%[inhibitor],-3%,?
CCC(C)NS(=O)(=O)c1ccc(OCC(=O)NCc2ccc(OC)cc2)cc1 (stereo not drawn),0%,-4,1%,8%,-4%,8,i,1%,20%
Cc1nn(-c2ccccc2)c(N2CCCC2)c1/C=N/NC(=O)c1cc(-c2ccccn2)nc2ccccc12,?,-1,?,?,-4%,4,-1%,10%,?
O=C(OC1CCOC1=O)c1ccc2ncsc2c1 (stereo not drawn),-5%,1,-16%,23%,-10%,8,-4%[57.5 µM],-3%,-6%
C#CCOCCOCCOCCNc1nc(N2CCN(C(=O)[C@H](CO)n3cc([C@@H](N)C(C)C)nn3)CC2)nc(N2CCN(C(=O)[C@H](CCCCN)n3cc([C@@H](N)[C@H](C)CC)nn3)CC2)n1,-2%,-6,?,1%,-1%,-12,i,10%,17%

# Filtered by structure: the compounds so far containing an NH in an aromatic ring.
SMILES,TDP-43 yeast inh,DRD3 agonist,HEK293 tox,KB-V1 MDR tox,GLP-1R agonist,D3 antag,PTHR1 agonist,aSyn yeast inh,GLP-1R inv ag
COc1ccc(CCNC(=O)c2[nH]c(C)c(C(C)=O)c2C)cc1OC,-4%,-1,-7%,-10%,2%,1,i,-1%,1%
COc1ccc2[nH]c3c(c2c1)CCN(C(=O)CCC1CCCC1)C3c1ccc(F)cc1 (stereo not drawn),9%,-1,-11%,?,1%,·,-14%,·,?
CCOC(=O)c1c(C)[nH]c(C)c1S(=O)(=O)NCCCc1ccco1,5%,-3,-27%,-3%,0%,-3,-16%,0%,?

# Source: PubChem
